PG9 binder – PG9 antibody binding by small molecule | inhibition, % at 6.7 µM | TR-FRET gp120-PG9 antibody binding | AID 624416 | 0.43% of 360,000 active; in the data active = inhibition above about 8.5%
TCR-CD3 inh – human TCR-CD3 binding inhibition; TAMRA-labeled TCR probe fluorescence, biochemical; inhibition, % at 9.4 µM; 0.37% of 360,000 active; in the data active = inhibition above about 19%;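 also: recombinant mutant TCR 2C K166C tagged with TAMRA read by polarization; 0% = receptor in buffer alone and 100% = receptor with positive control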
UHRF1 binding – blocks human UHRF1 binding to methylated DNA | Q96T88 | UHRF1 binding to methylated oligo, TR-FRET | inhibition, % at 4.4 µM | 0.75% of 370,000 active | AID 687016; in the data active = inhibition above about 21%;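 also: UHRF1 SRA domain binding a hemimethylated CpG hairpin DNA probe; 0% = median of test compound wells and 100% = reference inhibitor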
SIAE inh – inhibitors of human sialic acid acetylesterase SIAE. inhibition, % at 9.66 µM. SIAE FP-Rh probe binding, fluorescence polarization. 0.69% of 370,000 active. Q9HAT2;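 active = inhibition above a cutoff: mean of compounds within the control limits plus 3 SD of those, cut at about 17% in these data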;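 also: 0% = plate median of compound wells and 100% = probe without SIAE protein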
PRMT1 inh – PRMT1 (human) inhibition, primary screen. inhibition, % at 2.79 µM. Q99873. recombinant PRMT1, activity-based probe fluorescence polarization. 1.3% of 370,000 active;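 active = inhibition above about 21% made by adding two undisclosed values, limit read from the data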
DDE Tn7 FP inh – disrupts Tn7 cyclic peptide binding to fibrin D-Dimer-E complex; FP displacement of FITC-Tn7 peptide from fibrin DD(E); 0% = median of compound wells per plate; AID 720508; 0.13% of 370,000 active; P02675; inhibition, % at 8.3 µM;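 active = inhibition above the mean of compounds falling within the control limits plus 3 SD of them, cut at about 14% in these data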;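 also: 0% = plate median of compound wells and 100% = 10 µM Aha-Tn7 peptide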
Target sequence (P02675 whole entry, looked up): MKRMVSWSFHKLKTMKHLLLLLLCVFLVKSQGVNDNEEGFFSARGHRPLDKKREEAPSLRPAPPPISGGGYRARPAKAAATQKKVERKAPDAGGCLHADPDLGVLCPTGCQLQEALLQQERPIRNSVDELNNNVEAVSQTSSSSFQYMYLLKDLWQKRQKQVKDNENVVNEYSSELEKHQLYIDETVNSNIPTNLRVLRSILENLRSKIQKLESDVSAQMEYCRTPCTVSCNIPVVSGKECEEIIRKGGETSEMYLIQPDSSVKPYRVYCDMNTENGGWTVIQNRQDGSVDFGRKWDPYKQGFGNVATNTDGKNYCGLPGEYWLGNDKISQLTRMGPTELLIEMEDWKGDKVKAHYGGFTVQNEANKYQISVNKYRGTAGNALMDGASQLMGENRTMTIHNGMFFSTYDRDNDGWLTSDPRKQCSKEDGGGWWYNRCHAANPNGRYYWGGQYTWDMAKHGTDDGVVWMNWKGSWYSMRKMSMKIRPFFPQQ
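Assay system: Human fibrin DD(E) protein | Medium: Tris buffer with calcium and detergent, pH 7.8 | Reagent: 0.1 µM fluorescent Tn7 | Compound dosing: Single point at 8.3 µM | Times: 10 min preincubation, 3 h with tracer, room temperature | Detection: Fluorescence polarization of the labelled Tn7 tracer | Controls: Aha-Tn7 high control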
ABHD4 inh – ABHD4 (mouse) inhibition, primary FP screen; purified mABHD4, FP-Rh probe fluorescence polarization; inhibition, % at 8.92 µM; 0.54% of 370,000 active;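 active = inhibition exceeding the mean over every tested compound plus 3 SD, cut at about 30% in these data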;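 also: 0% = plate median of compound wells and 100% = S159A mutant with DMSO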
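Material: mouse ABHD4 enzyme, wild type; Benchmarks: S159A mutant high control, sample median low control; Buffer or medium: HEPES pH 7.0, NaCl, Pluronic buffer; Signal: fluorescence polarization; Read-out: percent inhibition of probe binding, normalized to plate controls; Timing: pre-incubation 45 min, probe exposure 60 min, at 25 °C; Dosing: 8.92 µM, single dose.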
TDP2 inh – blocks human TDP2 phosphodiesterase activity; inhibition, % at 12.8 µM; recombinant TDP2, T5PNP hydrolysis, p-nitrophenol absorbance 415 nm; 0.34% of 370,000 active; O95551;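 active = inhibition above the mean of all tested compounds plus 3 SD, set per campaign, cut at about 25% in these data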;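 also: 0% = DMSO with enzyme and 100% = buffer with substrate but no TDP2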
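Evaluation: % inhibition relative to enzyme-containing and enzyme-free wells. Material: recombinant human TDP2. Benchmarks: enzyme-free and DMSO wells. Timing: enzyme reaction with compound for 2 h at 37 °C. Compound dosing: 12.8 µM only. Measured by: p-Nitrophenol epi absorbance. Reagent: T5PNP substrate at 5 mM, a TopII-DNA adduct mimic. Replication: single well per compound.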
LEDGF integ inh – blocks HIV-1 LEDGF/p75-dependent DNA integration; inhibition, % at 3.7 µM; TR-FRET IN-LEDGF/p75 DNA integration, Eu/Cy5; 0.64% of 370,000 active;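 active = inhibition above the screen-wide mean plus 3 SD, cut at about 13% in these data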;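 also: signal is the Cy5 over europium emission ratio at 671 and 618 nm; 0% = plate median of compound wells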
HTRA1 inh – HTRA1 (human) protease inhibition | recombinant HTRA1, FP-rhodamine activity-based probe, fluorescence polarization | AID 504803 | Q92743 | 0.5% of 340,000 active | inhibition, % at 5.96 µM; in the data active = inhibition above about 36%;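 also: 0% = enzyme with DMSO and 100% = wells lacking enzyme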
Target sequence (Q92743 whole entry, looked up): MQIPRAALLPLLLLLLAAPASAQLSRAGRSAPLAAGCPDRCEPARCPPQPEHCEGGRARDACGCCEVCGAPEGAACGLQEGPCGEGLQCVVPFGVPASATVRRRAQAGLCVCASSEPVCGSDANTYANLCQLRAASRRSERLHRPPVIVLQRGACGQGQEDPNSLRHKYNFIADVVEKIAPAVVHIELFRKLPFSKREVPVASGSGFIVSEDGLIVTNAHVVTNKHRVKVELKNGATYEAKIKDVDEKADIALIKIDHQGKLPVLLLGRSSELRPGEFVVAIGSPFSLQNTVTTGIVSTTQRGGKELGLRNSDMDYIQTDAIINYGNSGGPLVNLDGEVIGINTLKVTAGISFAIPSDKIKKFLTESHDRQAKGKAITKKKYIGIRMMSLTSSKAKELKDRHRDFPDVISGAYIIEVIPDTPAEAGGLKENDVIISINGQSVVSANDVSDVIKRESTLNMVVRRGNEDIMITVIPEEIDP
* marks the source's active call; other numbers are inactive results; x = not tested or not shown.

Every second line gives: PG9 binder	TCR-CD3 inh	UHRF1 binding	SIAE inh	PRMT1 inh	DDE Tn7 FP inh	ABHD4 inh	TDP2 inh	LEDGF integ inh	HTRA1 inh
#1 CC(C)(C)S(=O)N1Cc2cc(=O)n(Cc3ccccc3)c(CCO)c2[C@@H]1CCO (some centres undefined)
→ 0.5	-1	0	-2	3	0	14	-7	-6	-1
#2 Cc1cccc(NC(=S)NCCc2ccccc2)n1
→ 0.3	-5	1	3	18	7	-4	-3	-4	-21
#3 COc1cc(/C=C(/C#N)c2nc3ccccc3[nH]2)ccc1Oc1ncccc1[N+](=O)[O-]
→ 0.8	5	-6	-36	0	4	5	3	3	-2
#4 NC(c1csc(NC(=O)Nc2cccc(Cl)c2)n1)c1ccccc1Cl (centres undefined)
→ -0.3	-5	0	-6	-5	-9	-19	-6	8	x
#5 CCN(C(=O)COc1ccc(C(=O)c2ccccc2)cc1)c1ccccc1
→ -0.4	-2	-1	0	3	-5	-2	-15	-7	-6
#6 O=C(NCc1ccccc1)c1ccc(CS(=O)(=O)Cc2ccccc2F)o1
→ -1.8	-6	-1	-9	-1	0	-4	3	-1	-1
#7 CC1=C(/C=C/C(C)=C/C=C/C(C)=C/CO)C(C)(C)CCC1
→ -1.1	-4	4	1	-4	-1	-6	-10	2	-18
#8 CCOC(=O)c1c(NC(=O)C2c3ccccc3Oc3ccccc32)sc(C(N)=O)c1C
→ 33*	5	22*	-9	-5	0	-8	2	0	-15
#9 O=S(=O)(Nc1ccc(-n2cccc2)cc1)c1ccc(Cl)c(Cl)c1
→ 0.1	-2	2	-1	-1	-2	-27	11	-2	-20
#10 C=CCn1c(N)c(C(=O)OCCC)c2nc3ccccc3nc21
→ 2.6	-6	-9	-4	-2	-7	-2	6	2	3
#11 CCOC(=O)C1=C(C)NC(=O)C(C(N)=O)C12CCCC2 (centres undefined)
→ 0.1	-4	-2	-11	4	2	3	12	0	6
#12 Cc1ccc(NC(=O)CCC(=O)OC(C)C(=O)c2ccccc2)cc1 (centres undefined)
→ 0.4	-4	0	-6	2	2	-3	-2	-1	1
#13 CC(C)Nc1nc(N)c(C(=O)C23CC4CC(CC(C4)C2)C3)s1
→ 1.3	4	2	7	3	1	-4	-17	-7	9
#14 CC(C)NC(=O)CCNC(=O)c1ccc(F)cc1
→ -0.2	-3	1	-7	0	5	4	-1	-9	3
#15 Cc1cccc(N=C2NC(=O)c3cc([N+](=O)[O-])ccc32)c1
→ -1.2	2	14	11	0	5	4	3	-2	-1
#16 CCOC(=O)/C=c1\sc2n(c1=O)CCN=2
→ 0.3	7	-3	2	-4	5	1	3	1	2
#17 Cc1ccccc1NC(=O)N(C)[C@H]1C[C@H]2c3[nH]c4c(-c5ccc6c(c5)OCO6)cccc4c3CCN2C(=O)[C@H]1[C@H](C)O
→ 0.2	2	-2	-1	-9	7	4	-3	6	x
#18 Cc1ccc(NC(=O)CN(C)C(=O)CCOc2cccc(C)c2)cc1
→ 0.9	-2	3	-4	4	0	-4	-9	-9	-4
#19 O=C(CN1C(=O)c2cccnc2Oc2ccc(Cl)cc21)NC1CCCC1
→ -0.2	-2	2	4	0	1	-8	-12	-2	3
#20 CC1CCC(N2CCNCC2)CC1 (centres undefined)
→ -1.1	2	-2	0	-8	-3	1	-11	2	6
#21 c1csc(C(c2nnnn2C2CCCCC2)N2CCCC3(CCCCC3)C2)c1 (centres undefined)
→ 2.3	3	-2	-6	-2	-10	0	-1	1	-3
#22 COC(=O)c1ccccc1NC(=O)c1ccc(COc2cccc3ccccc23)o1
→ 1.5	-4	3	-11	11	-3	-1	-6	0	-17
#23 CCOC(=O)N1CCN(C(=O)C2CCN(S(=O)(=O)c3ccccc3)CC2)CC1
→ 0.4	-9	4	-4	-1	4	-8	-14	-1	6
#24 N#Cc1ccc(NN=Nc2ccccc2C#N)cc1
→ -1.6	-1	-5	2	-2	1	-1	5	-2	-2
#25 COc1ccccc1OCC(=O)Nc1c2c(nn1-c1ccc(C)cc1)CS(=O)(=O)C2
→ -0.3	0	-1	4	-1	6	-2	9	0	1
#26 CCN1CCN(c2ccc(S(=O)(=O)N3CCOCC3)cc2NC(=O)C(C)Oc2cccc(Cl)c2)CC1 (centres undefined)
→ 0.0	-2	4	-5	0	4	4	-6	-1	-12
#27 COc1ccc(CN2C(=O)CCCC2(C)c2nnnn2-c2c(C)cccc2C)cc1OC (centres undefined)
→ x	x	1	-2	0	-6	2	6	5	x
#28 CCCC(C(=O)NC1CCCC1)N(CC1CCCO1)C(=O)c1snc(C(N)=O)c1N (centres undefined)
→ 0.4	-1	6	1	3	-1	2	-11	2	0
#29 N/C(Cc1cccc2ccccc12)=N\OC(=O)COc1ccccc1
→ -1.3	3	-3	2	5	5	-10	5	-2	-11
#30 CC(=O)Nc1ccc(S(=O)(=O)c2c(N)n(CCN3CCOCC3)c3nc4ccccc4nc23)cc1
→ -1.0	0	-4	-1	-1	-7	-12	-5	5	-2
#31 COC(=O)c1ccc(Cl)c(NC(=O)CN2CCOCC2)c1
→ -0.1	-5	-4	1	1	2	2	6	5	3
#32 CC(C)Cc1nc2sc3c(NCc4ccco4)ncnc3c2c2c1COC(C)(C)C2
→ 2.1	9	-1	-1	-4	-1	-1	-8	-2	-8
#33 CSCC(=O)N1CCCC(CNC(=O)c2ccccc2Cl)C1 (centres undefined)
→ -0.2	-1	2	0	1	-1	-2	3	-3	6
#34 COC(=O)CCC(=O)OC1(C)C(=O)C=C2C=C(C3CC3)N(Cc3ccc(OC)cc3)C=C2C1=O (centres undefined)
→ 2.4	0	-1	2	8	1	13	10	0	22
#35 COc1ccccc1C=NN=C(NN=Cc1ccccc1OC)NN=Cc1ccccc1OC
→ 0.8	-7	4	7	2	4	19	59*	32*	15
#36 CCCc1nnc(SCC(=O)O)n1CC
→ 1.2	1	-4	-1	-1	6	0	12	0	-6
#37 COC(=O)C1=CN(Cc2ccc(OC)c(OC)c2)C=C(C(=O)OC)C1c1ccccc1F
→ -1.2	-2	0	4	3	-4	-3	7	4	-11
#38 CCOC(=O)c1cn(CC(=O)Nc2ccc(C)cc2)nn1
→ -2.6	4	1	-1	-3	-2	6	-7	2	6
#39 O=C(Cc1cccs1)Nc1ccc(Cl)cc1
→ 0.2	-1	3	2	-1	-2	5	-4	2	-8
#40 O=C(CCC(=O)OCc1ccc([N+](=O)[O-])cc1)Nc1ccccc1Cl
→ -0.9	-5	-1	7	0	1	0	1	0	6
#41 COC(=O)C1=C(CS(=O)(=O)c2ccc(OC)cc2)NC(=O)NC1c1ccccc1 (centres undefined)
→ -1.6	1	-2	12	-4	-8	-2	14	0	0
#42 CC[C@@H](C)[C@H](NC(=O)OCc1ccccc1)c1nnc([C@@H](NC(=O)OCc2ccccc2)[C@@H](C)CC)o1
→ -0.9	2	-2	-4	-1	7	-1	-3	1	-17
#43 CC(C)(C)C(=O)NC1CCN(S(C)(=O)=O)CC1
→ -0.6	-3	-2	6	3	-9	6	0	4	6
#44 Cn1c(=O)cc(OCC(=O)N2CCN(c3ccc(F)cc3)CC2)c2ccccc21
→ x	x	2	5	-5	2	-2	-6	3	x
#45 CCOC(=O)C1=CN(Cc2cccc(F)c2)S(=O)(=O)N(C)C1c1cccc(OC)c1 (centres undefined)
→ -0.3	-2	-3	-2	-6	1	-10	-6	1	-60

UHRF1 binding, hit marks shown above.
# | SMILES | PG9 binder | TCR-CD3 inh | UHRF1 binding | SIAE inh | PRMT1 inh | DDE Tn7 FP inh | TDP2 inh | LEDGF integ inh | HTRA1 inh
8 | CCOC(=O)c1c(NC(=O)C2c3ccccc3Oc3ccccc32)sc(C(N)=O)c1C | 33* | 5 | 22* | -9 | -5 | 0 | 2 | 0 | -15

New compounds follow.
Every second line gives: PG9 binder	TCR-CD3 inh	UHRF1 binding	SIAE inh	PRMT1 inh	DDE Tn7 FP inh	ABHD4 inh	TDP2 inh	LEDGF integ inh	HTRA1 inh
#46 CCOC(=O)C1=C(C)NC(=NC)SC1c1ccccc1 (centres undefined)
→ -1.4	-10	0	-1	2	6	4	3	-3	8
#47 C(=N\N1CCN(C2c3ccccc3-c3ccccc32)CC1)/c1ccncc1
→ 0.1	7	-1	-1	0	2	-6	1	3	-22
#48 Cc1cccc(CN2CCN(C(=O)c3ccccc3F)CC2)c1
→ -1.7	-7	1	7	-1	8	13	15	3	2
#49 CCN1CCN(Cc2c(O)ccc3c(=O)c(-c4ccc(OC)c(OC)c4)c(C)oc23)CC1
→ -0.9	-2	1	-2	0	0	-1	-1	-2	-11
#50 O=C(CSc1ccc(Cl)cc1)Nc1cccc(NC(=O)c2ccco2)c1
→ 0.5	5	-1	-23	-4	4	-25	-8	0	-66
#51 N#Cc1ccccc1S(=O)(=O)N1CCN(S(=O)(=O)c2ccc(Br)c(C(=O)O)c2)CC1
→ -1.5	7	-1	-4	0	-1	9	5	2	4
#52 CCOc1ccc(NC(=O)[C@@H](NC(=O)c2ccco2)C(C)C)cc1
→ 1.2	3	-2	4	-3	4	5	6	2	-4
#53 COCCC1CCCCN1C(=O)c1cc(COc2cccc(C(C)=O)c2)on1 (centres undefined)
→ -1.2	-9	6	0	-3	-3	-7	-10	0	4
#54 CC1CCN(C(=O)c2cc(S(=O)(=O)N3CCOCC3)ccc2N2CCCC2)CC1
→ -0.3	5	-2	3	-2	3	1	5	0	0
#55 COc1ccc(C(=O)O/N=C(\N)c2ccccc2)cc1
→ -0.8	-3	0	1	-2	-9	3	0	-1	-2

Part of the list above, reformatted.
entry	Compound	PG9 binder	TCR-CD3 inh	UHRF1 binding	SIAE inh	PRMT1 inh	DDE Tn7 FP inh	ABHD4 inh	TDP2 inh	LEDGF integ inh	HTRA1 inh
19	O=C(CN1C(=O)c2cccnc2Oc2ccc(Cl)cc21)NC1CCCC1	-0.2	-2	2	4	0	1	-8	-12	-2	3
20	CC1CCC(N2CCNCC2)CC1 (centres undefined)	-1.1	2	-2	0	-8	-3	1	-11	2	6
